Screens: PubChem BioAssay, The Scripps Research Institute Molecular Screening Center
PREPL inh = PREPL enzyme inhibitors, primary screen, biochemical, fluorescence polarization | recombinant PREPL, fluorescence polarization activity-based probe | inhibition, % at 5.96 µM | hit rate 0.68% among 320,000 | AID 2751, 2010; in the data active = inhibition above about 43%;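 note: 0% = enzyme with DMSO and 100% = wells lacking enzyme; many of its hits are not listed in these tables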
EBNA-1 inh = EBNA-1 DNA-binding inhibitors, primary screen, biochemical, fluorescence polarization | AID 1950, 2009 | hit rate 0.34% among 300,000 | inhibition, % at 14.8 µM; in the data active = inhibition above about 28%
PAD4 inh = human PAD4 inhibitors, primary screen, biochemical, fluorescence polarization, 1536-well format; Protein-arginine deiminase type-4 (Homo sapiens), Q9UM07; recombinant PAD4, RCA probe fluorescence polarization; inhibition, % at 6.36 µM; hit rate 0.41% among 330,000; AID 485272, 2010;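 active = percent inhibition above a cutoff equal to the mean of all tested compounds plus 3 SD, cut at about 15% in these data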;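 note: 0% = PAD4 with RCA probe and DMSO and 100% = probe without PAD4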
ZTA counter = counter-screen for EBNA-1 inhibitors: inhibitors of Epstein-Barr virus ZTA; P03206; ZTA-DNA binding, fluorescence polarization; inhibition, % at 11 µM; hit rate 0.15% among 320,000; in the data active = inhibition above about 33%
Target sequence (P03206 whole entry, looked up): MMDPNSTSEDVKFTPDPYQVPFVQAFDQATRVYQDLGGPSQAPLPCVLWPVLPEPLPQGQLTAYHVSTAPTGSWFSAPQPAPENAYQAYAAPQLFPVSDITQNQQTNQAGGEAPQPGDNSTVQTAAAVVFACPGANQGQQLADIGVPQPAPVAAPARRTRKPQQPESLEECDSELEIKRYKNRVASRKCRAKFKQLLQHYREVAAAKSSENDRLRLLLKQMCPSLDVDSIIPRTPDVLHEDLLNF
PAFAH1B3 inh = PAFAH1B3 enzyme inhibitors, primary screen, biochemical, fluorescence polarization, human; Platelet-activating factor acetylhydrolase IB subunit alpha1 (Homo sapiens), Q15102; hit rate 0.28% among 340,000; inhibition, % at 3.39 µM; recombinant PAFAH1B3, FP-rhodamine probe;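 active = inhibition above the screen-wide average of all tested compounds plus 3 SD, cut at about 25% in these data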;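 note: 0% = enzyme with DMSO only and 100% = wells lacking PAFAH1B3 protein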
Target sequence (Q15102 whole entry, looked up): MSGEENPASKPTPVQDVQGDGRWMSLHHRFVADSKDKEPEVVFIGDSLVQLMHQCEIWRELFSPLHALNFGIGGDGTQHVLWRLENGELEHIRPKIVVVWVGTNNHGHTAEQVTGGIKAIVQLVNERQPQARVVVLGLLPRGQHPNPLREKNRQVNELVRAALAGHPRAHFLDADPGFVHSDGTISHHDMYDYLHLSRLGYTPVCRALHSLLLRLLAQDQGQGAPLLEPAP
PAFAH2 inh = PAFAH2 enzyme inhibitors, primary screen, biochemical, fluorescence polarization, human; recombinant PAFAH2, FP-rhodamine activity probe; inhibition, % at 3.39 µM; hit rate 0.99% among 340,000; AID 492956, 2010;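 active = inhibition above the mean over all tested compounds plus 3 SD, cut at about 30% in these data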;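 note: inhibitors block probe labeling of enzyme so polarization drops; 0% = enzyme with DMSO and 100% = wells lacking PAFAH2 protein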
GSTO1 counter = inhibitors of recombinant GSTO1, primary screen, counter-screen for RBBP9 inhibitor project, biochemical, fluorescence polarization. Glutathione S-transferase omega-1 (Homo sapiens), P78417. activity-based probe fluorescence polarization. inhibition, % at 5.96 µM. hit rate 1.1% among 300,000;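 active = inhibition above the campaign mean inhibition plus 3 SD, cut at about 35% in these data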;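 note: 0% = GSTO1-1 with DMSO and 100% = wells lacking GSTO1-1 enzyme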
Target sequence (P78417 whole entry, looked up): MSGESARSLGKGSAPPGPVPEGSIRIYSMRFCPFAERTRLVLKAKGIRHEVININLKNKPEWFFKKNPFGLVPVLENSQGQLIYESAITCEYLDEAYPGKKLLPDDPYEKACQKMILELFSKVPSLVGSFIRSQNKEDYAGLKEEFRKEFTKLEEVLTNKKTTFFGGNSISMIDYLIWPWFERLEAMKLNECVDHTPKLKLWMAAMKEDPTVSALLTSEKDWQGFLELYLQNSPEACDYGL
LYPLA1 inh = LYPLA1 inhibitors, primary screen, counter-screen for PME1 inhibitor project, biochemical, fluorescence polarization, FP-Rh probe ABPP | Acyl-protein thioesterase 1 (Homo sapiens), O75608 | hit rate 0.16% among 320,000 | recombinant LYPLA1 | inhibition, % at 5.9 µM;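 active = inhibition above the mean of all tested compounds plus 3 SD, set per campaign, cut at about 14% in these data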;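 note: inhibitors block serine hydrolase probe labeling of LYPLA1 so polarization falls; 0% = enzyme with DMSO and 100% = wells lacking LYPLA1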
Target sequence (O75608 whole entry, looked up): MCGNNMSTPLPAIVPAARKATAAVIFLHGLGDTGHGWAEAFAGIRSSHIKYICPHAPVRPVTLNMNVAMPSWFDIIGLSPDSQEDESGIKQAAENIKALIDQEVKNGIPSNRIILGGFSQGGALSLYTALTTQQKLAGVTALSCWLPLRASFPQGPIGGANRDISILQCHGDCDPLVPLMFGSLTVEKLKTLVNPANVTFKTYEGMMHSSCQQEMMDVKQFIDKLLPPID
LYPLA2 counter = LYPLA2 inhibitors, primary screen, counter-screen for PME1 inhibitor project, biochemical, fluorescence polarization, FP-Rh probe ABPP | Acyl-protein thioesterase 2 (Homo sapiens), O95372 | recombinant LYPLA2 | inhibition, % at 5.9 µM | hit rate 0.38% among 320,000 | AID 2177, 2009;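 active = inhibition above the screen-wide mean plus 3 SD, limit set per campaign, cut at about 26% in these data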;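 note: 0% = LYPLA2 with DMSO and 100% = wells lacking LYPLA2 enzyme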
* marks the source's active call; other numbers are inactive results; . = no result given. A portion of the library; the hit share may differ from the screen's.

#1 O=C(O)CCC(=O)NCc1cn(-c2ccccc2)nc1-c1cccc(Br)c1
#2 Cc1ccc(S(=O)(=O)NNC(=O)c2ccoc2C)cc1
#3 CCOC(=O)c1ccc(NS(C)(=O)=O)cc1
#4 O=C(NCCc1ccccc1)C1CCCN(S(=O)(=O)c2cccs2)C1 (stereo unspecified)
#5 CCC(C)NC(=O)c1ccccc1NS(=O)(=O)c1ccc(OC)c(OC)c1 (stereo unspecified)
#6 CCOc1ccc(OCC)c(NC(=O)C2CCCN(S(=O)(=O)c3cnc[nH]3)C2)c1 (stereo unspecified)
#7 Cc1ncc([N+](=O)[O-])n1Cc1ccccc1
#8 COc1cc(Cl)c(C)cc1NC(=O)COc1ccccc1[N+](=O)[O-]

Screen / compound no.,1,2,3,4,5,6,7,8
PREPL inh,-7,8,-3,10,-16,14,24,-1
EBNA-1 inh,3,-5,3,3,-4,8,1,8
PAD4 inh,-3,-3,3,3,0,-1,1,-4
ZTA counter,9,-14,-3,8,-6,-9,6,-7
PAFAH1B3 inh,5,0,7,7,9,1,-3,5
PAFAH2 inh,-2,2,-8,6,5,5,-4,4
GSTO1 counter,-10,12,15,10,-1,4,2,8
LYPLA1 inh,-2,4,-1,-4,0,2,-3,-1
LYPLA2 counter,3,5,1,-6,6,-1,2,-1

#9 COc1cccc(N(CC(=O)N/N=C(\C)c2cccs2)S(C)(=O)=O)c1
#10 Cc1cc(N/N=C/c2ccccc2Br)nc2ccccc12
#11 O=C(Cc1ccc(Br)cc1)OCC(=O)c1ccc2c(c1)OCCO2
#12 CC(=O)NC/C(C)=N\Nc1ccc([N+](=O)[O-])cc1
#13 CNC(=O)Nc1ccccc1C(=O)Nc1ccccc1
#14 O=C(C1=C(O)C(=O)N(CCOCCO)C1c1cccc([N+](=O)[O-])c1)c1cccs1 (stereo unspecified)
#15 CCOC(=O)c1c(NC(=O)CSc2nc3ccc(OC)cc3[nH]2)sc2c1CC(C)(C)NC2(C)C
#16 COc1ccc2nc(Nc3ccc4c(c3)OCO4)sc2c1

Screen / compound no.,9,10,11,12,13,14,15,16
PREPL inh,2,16,11,-1,1,4,2,16
EBNA-1 inh,-4,3,-7,1,-7,-11,-4,0
PAD4 inh,1,4,-5,-4,2,0,3,0
ZTA counter,-19,3,-7,9,-17,-4,-8,-24
PAFAH1B3 inh,0,-4,4,-1,5,-1,0,4
PAFAH2 inh,-8,-6,0,-8,-3,1,2,13
GSTO1 counter,7,-2,5,5,10,-6,-5,7
LYPLA1 inh,2,0,2,-1,-2,2,-2,2
LYPLA2 counter,0,-2,5,-2,-16,-3,-3,11

#17 O=C1C=C(c2ccnc3cc(Cl)ccc23)C[C@@H](c2ccc3c(c2)OCO3)C1
#18 N#Cc1nc(-c2cccc3ccccc23)oc1N1CCCCC1
#19 CC(=NCCN1CCOCC1)C1=C(O)c2ccccc2C1=O
#20 COc1ccc(-c2nnn(CC(=O)N(Cc3cccs3)C(C)C(=O)NCCC(C)C)n2)cc1OC (stereo unspecified)
#21 CC(=O)Oc1ccc(Cl)cc1/C=C/c1ccc2ccccc2n1
#22 O=C(COC(=O)c1ccc([N+](=O)[O-])o1)NC12CC3CC(CC(C3)C1)C2
#23 Cc1ccc(SCCC(=O)OCC(=O)NCC2CCCCC2)cc1
#24 NNC(=O)c1cnn(Cc2ccccc2)c1N

Screen / compound no.,17,18,19,20,21,22,23,24
PREPL inh,-34,20,13,-8,11,0,15,11
EBNA-1 inh,.,-18,-8,-20,-3,.,-19,-12
PAD4 inh,-4,-3,-6,4,3,-13,-3,1
ZTA counter,-14,-9,4,-11,5,.,-17,13
PAFAH1B3 inh,8,3,3,-2,0,6,-5,3
PAFAH2 inh,0,-8,-3,-2,1,60*,1,0
GSTO1 counter,.,-5,-3,4,-13,.,-2,4
LYPLA1 inh,0,-1,-1,-5,-4,.,-5,-1
LYPLA2 counter,2,-4,8,-6,-22,.,-1,-5

Looked up by compound from above (4):
#23 Cc1ccc(SCCC(=O)OCC(=O)NCC2CCCCC2)cc1
#19 CC(=NCCN1CCOCC1)C1=C(O)c2ccccc2C1=O
#3 CCOC(=O)c1ccc(NS(C)(=O)=O)cc1
#24 NNC(=O)c1cnn(Cc2ccccc2)c1N

Screen / compound no.,23,19,3,24
PREPL inh,15,13,-3,11
EBNA-1 inh,-19,-8,3,-12
PAD4 inh,-3,-6,3,1
ZTA counter,-17,4,-3,13
PAFAH1B3 inh,-5,3,7,3
PAFAH2 inh,1,-3,-8,0
GSTO1 counter,-2,-3,15,4
LYPLA1 inh,-5,-1,-1,-1
LYPLA2 counter,-1,8,1,-5

(cont.)
#25 Cc1cccc(OCC(=O)Nc2cccc(-c3nnc(-c4ccccc4)o3)c2)c1C
#26 COC(=O)c1c(NC(C)=O)sc(Cc2ccccc2)c1C
#27 O=C(c1ccccn1)N(Cc1cc2ccccc2[nH]c1=O)C1CCCCC1
#28 COc1cccc(/C=C(/C(=O)OCC(=O)NC2CCCC(C)C2C)c2ccccc2)c1 (stereo unspecified)
#29 CCOc1ccc(S(=O)(=O)/N=C(/Nc2ccc(C)c(S(=O)(=O)N3CCOCC3)c2)c2ccccc2)cc1
#30 Cc1ccc(C)c(CN2CCCNC2=O)c1
#31 O=C(CN1C(=O)NC2(CCCCCC2)C1=O)c1ccc(Cl)cc1
#32 COc1ccc(CN2CCCC(CO)(Cc3cccc(Cl)c3)C2)cc1OC (stereo unspecified)

Screen / compound no.,25,26,27,28,29,30,31,32
PREPL inh,-13,4,1,-16,13,7,6,4
EBNA-1 inh,2,7,3,0,.,-8,.,11
PAD4 inh,0,-2,-2,-2,-3,-3,-2,-3
ZTA counter,13,7,-9,6,.,-13,-16,12
PAFAH1B3 inh,-9,-2,12,6,10,2,-1,4
PAFAH2 inh,0,-3,-4,4,18,-5,6,-1
GSTO1 counter,9,3,-2,1,.,6,.,1
LYPLA1 inh,-2,3,-1,-7,.,4,-4,-1
LYPLA2 counter,5,5,-2,-14,.,3,-1,4

#33 Cc1nc2c(c(C)c1C#N)C(=O)c1ccccc1-2
#34 O=C(CCN1CCCO1)N1CCCC(N2CCN(c3ccccc3F)CC2)C1 (stereo unspecified)
#35 CC1CN(C(=O)c2cccc(S(=O)(=O)N3CCOCC3)c2)CC(C)O1 (stereo unspecified)
#36 Cn1c(N)c(C(=O)COC(=O)COc2ccc(Cl)cc2)c(=O)n(C)c1=O
#37 C/C=C/C=C\C(=O)Nc1cccc(C2=NOC3(C2)C[C@@H](C(N)=O)N(C(=O)c2cc([N+](=O)[O-])cc([N+](=O)[O-])c2)C3)c1 (stereo partly specified)
#38 NC(CC(=O)O)c1ccc(F)cc1 (stereo unspecified)
#39 Cn1nccc1NC(=O)Nc1cccc(Cl)c1Cl
#40 CN(CCOc1ccc(Cl)cc1)C(=O)c1cc([N+](=O)[O-])ccc1N1CCOCC1

Screen / compound no.,33,34,35,36,37,38,39,40
PREPL inh,3,17,8,23,1,4,6,29
EBNA-1 inh,1,6,-4,.,-1,-11,-9,5
PAD4 inh,-4,0,2,1,2,-7,-6,1
ZTA counter,5,0,6,-7,-16,2,-14,-6
PAFAH1B3 inh,1,3,6,4,9,-9,5,6
PAFAH2 inh,10,1,2,-11,-1,-2,-2,-1
GSTO1 counter,4,-4,-5,.,6,1,2,-3
LYPLA1 inh,-3,4,-2,1,-1,0,-2,3
LYPLA2 counter,1,7,3,7,0,1,2,8

#41 Fc1cccc(NC(=S)Nc2cccnc2)c1
#42 CC(C)OCCCNC(=O)CNC(=O)c1ccc(Cl)c(Cl)c1
#43 O=C(N/N=C/c1ccco1)c1cc(C2CC2)nc2ccccc12
#44 Cc1ccc(S(=O)(=O)NCC(=O)N2CCOCC2)cc1
#45 CCCCCCCCn1cc(C(C)=O)c(=O)[nH]c1=O
#46 COc1ccc(NS(=O)(=O)c2cccc(C(=O)NCC3(N(C)C)CCCCC3)c2)cc1
#47 CCCCN(CC)CCCNC(=O)CC1Oc2ccccc2NC1=O (stereo unspecified)
#48 N#Cc1c2c(c(NCCCN3CCOCC3)n3c1nc1ccccc13)CCC2

Screen / compound no.,41,42,43,44,45,46,47,48
PREPL inh,-9,16,14,7,-5,6,4,25
EBNA-1 inh,-1,8,-10,4,-5,-6,-3,-4
PAD4 inh,-1,-3,3,0,3,-1,1,8
ZTA counter,4,5,-11,13,-2,-8,4,-14
PAFAH1B3 inh,3,4,.,6,-1,6,5,4
PAFAH2 inh,2,-2,.,2,9,-5,-1,-2
GSTO1 counter,-5,-10,-3,1,12,-7,4,12
LYPLA1 inh,-3,-5,-2,4,-1,-5,-1,1
LYPLA2 counter,0,0,-6,2,1,-6,-3,9

Reprinted from the part before: 2 entries, followed by the next part.
#47 CCCCN(CC)CCCNC(=O)CC1Oc2ccccc2NC1=O (stereo unspecified)
#48 N#Cc1c2c(c(NCCCN3CCOCC3)n3c1nc1ccccc13)CCC2
#49 O=C1/C(=C\c2ccco2)NC(=S)N1c1ccccc1
#50 COCCCNC(=O)c1c[nH]c2ccc(S(=O)(=O)N(C)c3ccccc3C)cc2c1=O
#51 O=C1CC(c2ccc(S(=O)(=O)NCc3ccncc3)cc2)CN1 (stereo unspecified)
#52 Oc1ccc2ccccc2c1CNc1cnc2ccccc2c1
#53 N/C(=N\OC(=O)c1ccco1)c1ccc(Cl)cc1
#54 Cc1ccc(NC(=O)C(C)c2ccc([N+](=O)[O-])cc2)cc1Cl (stereo unspecified)
#55 Cc1cc(NC(=O)CS(=O)(=O)c2cn(Cc3ccc(F)cc3)c3ccccc23)no1
#56 COc1ccc(NC(=O)COC(=O)Cc2cccs2)cc1OC

Screen / compound no.,47,48,49,50,51,52,53,54,55,56
PREPL inh,4,25,11,-1,8,9,3,-29,-2,-1
EBNA-1 inh,-3,-4,2,2,-4,4,-1,-6,3,2
PAD4 inh,1,8,-7,1,-2,-3,-1,3,4,-1
ZTA counter,4,-14,-4,-12,8,9,-13,-24,0,15
PAFAH1B3 inh,5,4,3,12,-1,8,7,-3,17,-1
PAFAH2 inh,-1,-2,2,-1,-3,4,3,-1,8,1
GSTO1 counter,4,12,16,-5,-1,3,-5,8,6,-2
LYPLA1 inh,-1,1,-4,-4,-1,0,-2,-4,1,3
LYPLA2 counter,-3,9,-6,2,-2,-2,-3,-5,-1,-5

#57 CC1=CC(C)(C)N(C(=O)Nc2ccccc2)c2ccccc21
#58 O=C(Nc1ccc(Cl)cc1)Nc1ccccc1NS(=O)(=O)c1cccs1
#59 CCOC(=O)c1c(NC(=O)/C=C\C(=O)O)sc(C)c1-c1ccccc1
#60 COCCCNC(=O)c1c(F)c(F)c(F)c(F)c1F
#61 CCC1CCCCN1C(=O)c1ccc2nc(Cc3ccc(OC)cc3)oc2c1 (stereo unspecified)
#62 CN(Cc1ccc(Cl)cc1)C(=O)CNC(=O)C12CC3CC(CC(C3)C1)C2

Screen / compound no.,57,58,59,60,61,62
PREPL inh,0,10,-4,-9,18,3
EBNA-1 inh,-15,5,8,1,7,.
PAD4 inh,-3,1,4,-4,-1,-1
ZTA counter,-7,-4,21,-15,4,-10
PAFAH1B3 inh,4,10,2,3,4,5
PAFAH2 inh,-1,1,5,-4,4,20
GSTO1 counter,3,-2,-21,-3,2,.
LYPLA1 inh,3,-2,-2,0,5,-3
LYPLA2 counter,-1,-1,-5,-1,8,-2
